Compound activity as filed in PubChem BioAssay.
All columns: NCI-60 one-dose screen, growth in % after 48 h at 10 µM unless noted; 100 = growth as untreated, 0 = no growth, -100 = all killed.
SN12C: SN12C renal cancer cells; AID 1794767; 81,000 compounds, 3.8% hits
A498: A498 renal cancer cells; 76,000 compounds, 5.4% hits; AID 1794774
CAKI-1: CAKI-1 renal cancer. 75,000 compounds, 4.7% hits
TK-10: TK-10 renal cancer cells; 81,000 compounds, 3.9% hits
UO-31: UO-31 renal cancer. 81,000 compounds, 5.2% hits
RXF 393: RXF 393 renal cancer cells | 77,000 compounds, 6.9% hits
ACHN: ACHN renal cancer; 81,000 compounds, 4.9% hits; AID 1794771
786-0: 786-0 renal cancer cells; 81,000 compounds, 5.1% hits
* = called active by the depositor; . = no result given; & = joins results of further samples; ! = repeats disagree. The calls were made as follows: active = growth percent below 10; inactive = the rest. An excerpt (hit frequency here may not be typical).

entry	Molecule	SN12C	A498	CAKI-1	TK-10	UO-31	RXF 393	ACHN	786-0
1	O=C(Oc1ccc(CCN2CCCCC2)cc1)c1ccc([N+](=O)[O-])cc1	101.3	104.2	100.4	107.3	98.4	111.8	107.3	105.3
2	N#C/C=C/c1ccccc1	99.3	96.8	.	81.9	73.3	109.8	.	101.2
3	CCC(=O)C(CC(C)[N+](C)(C)C)(c1ccccc1)c1ccccc1 (stereo not drawn)	98.2	110.6	95.4	98.1	95.9	104.0	102.0	92.9
4	O=NN(CCF)C(=O)NC1CCC(=O)NC1=O (stereo not drawn)	104.1	107.0	101.7	100.2	82.0	108.1	100.7	102.5
5	CCc1ccccc1[C@@H]1C[C@]2(C)CCO[C@@H]2OO1	98.7	102.2	96.5	96.9	91.5	112.3	103.6	100.5
6	Cc1cn(C2CC(N=[N+]=[N-])C(COP(=O)(O)O)O2)c(=O)[nH]c1=O (stereo not drawn)	113.9	94.8	97.4	112.4	90.8	91.6	96.4	99.8
7	CCCCNC(=O)C(Cl)Cl	101.2	84.1	93.9	108.0	94.5	100.5	107.9	.
8	COc1cc2nc(Sc3nnc(N)s3)n(-c3ccccc3)c(=O)c2cc1OC	105.9	97.3	96.0	94.8	85.8	99.4	94.8	99.4
9	CCOC(=O)[C@@H](C)C[C@H](Cc1ccccc1)NC(=O)c1csc([C@@H](C[C@H](C(C)C)N(C)C(=O)[C@@H](NC(=O)[C@H]2C[C@H](O)CCN2C)C(C)C)OC(C)=O)n1	20.6	.	30.9	38.4	36.1	42.1	19.7	11.2
10	C[C@]12CCc3sc(-c4cccc(Cl)c4)nc3C1=CC[C@@H]1[C@@H]2CC[C@]2(C)C(=O)CC[C@@H]12	95.7	.	81.4	119.2	85.3	102.4	101.3	106.5
11	c1ccc([Se]CCCN2CCNCCNCC2)cc1	104.1	98.9	119.5	130.7	96.1	96.8	107.3	104.1
12	CN1C(=O)[C@@H](NC(=O)[C@H](CCC(F)(F)F)CC(=O)N2CCCCC2)N=C(c2ccccc2)c2ccccc21	97.1	87.8	98.4	93.3	71.0	78.5	98.4	93.4
13	CC[C@@H](C)C(=O)O[C@H]1[C@H](O)[C@H]2[C@@H](CN3C[C@@H](C)CC[C@H]3[C@@]2(C)O)[C@@H]2C[C@]34O[C@@]5(O)[C@@H](OC(=O)[C@](C)(O)[C@@H](C)O)CC[C@@]3(C)[C@@H]5[C@@H](OC(C)=O)[C@@H](OC(C)=O)[C@H]4[C@@]21O	98.9	102.1	101.5	95.9	97.3	116.1	107.3	103.5
14	c1ccc(C(c2ccccc2)C2CCNCC2)cc1	100.7	111.6	112.0	97.6	82.0	99.8	105.7	93.2
15	C#CC(/C=C/Cl)(CC)OC(N)=O (stereo not drawn)	115.6	94.1	100.1	102.3	86.6	114.7	106.9	94.0
16	O=C(NCCN1CC1)C(=O)NCCN1CC1	87.3	104.7	20.9	83.6	96.4	.	67.9	98.3
17	CN(C1=N[C@]23CC(=O)CC[C@]2(C)[C@H]2CC[C@]4(C)C(=O)CC[C@H]4[C@@H]2C[C@@H]3S1)c1ccccc1	91.5	97.5	88.2	111.8	93.7	102.0	92.9	100.4
18	O=C([O][Hg][c]1ccccc1)c1ccccc1	-85.4*	40.7	-89.3*	-86.5*	-92.2*	-72.4*	-90.5*	-93.8*
19	ClCCN(CCCl)c1nc(Cl)c(C2CC(c3ccc4c(c3)OCO4)=NN2c2cc(Cl)cc(Cl)c2)s1 (stereo not drawn)	87.1	99.7	64.5	101.0	80.1	.	87.8	84.6
20	CC(/C=N/N=C(N)N)=N/N=C(N)N	94.9	90.2	83.0	74.2	69.9	.	94.5	70.4
21	CCCCCCCNC(=O)CBr	99.2	82.7	99.1	99.1	95.2	.	98.2	103.8
22	CCCCCCCCOP(=O)(N1CC1)N1CC1	108.1	111.9	105.9	99.5	81.4	106.0	98.8	97.6
23	Cc1ccc(N2CCNCC2C)cc1 (stereo not drawn)	106.4	108.1	96.6	98.7	89.0	117.3	104.4	102.8
24	C/C(=C(\c1ccc(OCCN2CCOCC2)cc1)c1ccc(OC(=O)Cc2ccccc2)cc1)c1ccc(Cl)cc1	91.2	96.8	78.7	90.8	85.5	89.6	111.8	77.7
25	O=C(CN1CCN(C(=O)c2ccco2)CC1)Nc1ccc(Cl)cc1C(=O)c1ccccc1Cl	105.4	83.8	91.7	132.2	35.3	-11.8*	81.3	95.8
26	C=NCC#N	99.6&99.9	110.0&110.3	114.6&98.1	90.0&100.1	91.8&87.1	101.2&111.0	105.3&96.7	102.8&99.4
27	N#CC(C#N)=Cc1cccc(Cl)c1	97.7	102.4	95.4	103.1	94.3	109.5	105.9	99.6
28	CC(=O)O[C@H](C[C@H](C(C)C)N(C)C(=O)[C@@H](NC(=O)[C@H]1CCCCN1C)C(C)C)c1nc(C(=O)N[C@@H](Cc2ccccc2)C[C@H](C)C(=O)O)c(C(C)C)s1	16.6	-8.2*	.	61.6	41.5	44.1	27.3	16.0
29	CC12CCC3C(CCC4CC(=O)CCC43C)C1C/C(=N\O)C2=O (stereo not drawn)	96.8	78.4	96.1	118.0	81.0	86.6	101.1	101.5
30	CCN1CCOC(c2ccccc2)C1 (stereo not drawn)	102.6	.	96.7	103.7	78.9	106.7	105.6	105.4
31	CNC(=O)Oc1cccc(OC)c1	93.3	87.8	86.1	125.5	97.5	111.2	108.7	107.2
32	CC(C)(c1ccc(O)c(Cl)c1)c1ccc(O)c(Cl)c1	89.9	66.8	94.9	95.9	84.3	105.5	95.9	101.5
33	O=C1NC(=O)C(=Cc2cccs2)C(=O)N1	106.7	109.7	98.8	86.9	92.1	113.9	104.8	108.7
34	CC(C)(C)C(=O)OCOP(=O)(NCc1ccccc1)C1CCCN(O)C1=O (stereo not drawn)	5.6*	.	31.9	68.9	1.8*	8.8*	34.2	23.9
35	CC(C)OC(=S)SSC(Cl)(Cl)Cl	103.0	117.1	91.8	97.9	82.9	115.5	103.9	95.6
36	Cc1cccc(-c2nc3c(s2)CC[C@@]2(C)C3=CC[C@H]3[C@@H]4CC[C@H](O)[C@@]4(C)CC[C@@H]32)c1	107.8	97.5	60.8	87.1	71.1	75.9	88.5	67.0
37	COc1ccc(CN(C)CC(O)c2ccc(Cl)cc2)cc1 (stereo not drawn)	106.6	93.6	96.4	108.7	81.9	117.6	112.4	.
38	COc1ccc2c(c1)NP(=S)(Oc1ccccc1)N2 (stereo not drawn)	145.9	113.6	58.1	93.8	87.7	101.3	104.2	113.5
39	O=P(Oc1ccc(Cl)cc1)(N1CC1)N1CC1	86.7	97.4	5.9*	103.5	61.1	73.9	25.0	84.5
40	CCCC(C)(COC(N)=O)COC(=O)NC(C)C (stereo not drawn)	97.2	108.6	96.7	.	90.2	111.1	108.4	104.9
41	OCC(c1ccc(Cl)cc1)c1ccc(Cl)cc1	111.8	88.9	105.1	102.6	83.9	90.9	113.5	111.7
42	CC1=C(COCCOC(=O)c2ccc(S(=O)(=O)F)cc2)C2=C(C)C3(CC3)[C@@](C)(O)C(=O)C2=C1	-19.9*	-16.9*	-1.9*	8.0*	-33.3*	-81.4*	-19.3*	-3.8*
43	COC(=O)C12C3C4C1C1C2C3C41NC(=O)c1csc([C@@H](C[C@H](C(C)C)N(C)C(=O)[C@@H](NC(=O)[C@H]2CCCCN2C)C2CC2)OC(C)=O)n1 (stereo partly drawn)	31.1	-3.5*	38.1	41.2	45.6	19.7	36.4	22.7
44	CCOc1ccc2nccc([C@@H](O)[C@@H]3C[C@@H]4CCN3C[C@@H]4CC)c2c1	94.4	115.5	115.2	103.7	69.7	89.2	97.5	91.1
45	CCOP(=S)(OCC)Oc1c(Cl)c(Cl)c(Cl)c(Cl)c1Cl	96.7	105.5	96.1	117.2	88.1	96.8	91.6	98.6
46	CCC1CN(c2ccccc2)CCN1 (stereo not drawn)	100.8	100.5	103.5	107.7	99.1	121.5	103.4	100.6
47	Cc1ccc(C(=O)Nc2ccc(CCN3CCN(CCCl)CC3)cc2)cc1Nc1ncnc2nc[nH]c12	90.2	95.5	.	152.9	84.1	103.0	97.4	99.2
48	Nc1nnns1	96.5	102.9	99.6	109.0	91.7	116.5	99.4	109.7
49	CC(C)=CCC[C@H](C(=O)O)[C@@H]1CC[C@]2(C)C3=C(CC[C@@]12C)[C@@]1(C)CC[C@H](O)C(C)(C)[C@@H]1CC3	101.6	103.7	75.0	93.8	89.8	103.7	100.6	92.0
50	C=CCC1(CCC)C(=O)NC(=S)NC1=O	106.9	114.7	106.2	98.5	98.5	113.7	98.2	103.5

Whole records, quoted from the list:
`CCOc1ccc2nccc([C@@H](O)[C@@H]3C[C@@H]4CCN3C[C@@H]4CC)c2c1` as listed: SN12C = 94.4; A498 = 115.5; CAKI-1 = 115.2; TK-10 = 103.7; UO-31 = 69.7; RXF 393 = 89.2; ACHN = 97.5; 786-0 = 91.1
`CC(C)(c1ccc(O)c(Cl)c1)c1ccc(O)c(Cl)c1` as listed: SN12C = 89.9; A498 = 66.8; CAKI-1 = 94.9; TK-10 = 95.9; UO-31 = 84.3; RXF 393 = 105.5; ACHN = 95.9; 786-0 = 101.5

Part of the list above, as labelled records:
[29] CC12CCC3C(CCC4CC(=O)CCC43C)C1C/C(=N\O)C2=O (stereo not drawn)
  SN12C: 96.8	A498: 78.4	CAKI-1: 96.1	TK-10: 118.0	UO-31: 81.0	RXF 393: 86.6	ACHN: 101.1	786-0: 101.5
[30] CCN1CCOC(c2ccccc2)C1 (stereo not drawn)
  SN12C: 102.6	A498: .	CAKI-1: 96.7	TK-10: 103.7	UO-31: 78.9	RXF 393: 106.7	ACHN: 105.6	786-0: 105.4

(continued)
entry	Molecule	SN12C	A498	CAKI-1	TK-10	UO-31	RXF 393	ACHN	786-0
51	CNC1(c2ccc(F)cc2)CCCCC1	90.5	80.0	114.8	99.2	116.7	109.8	100.0	101.5
52	O=c1c2ccccc2c2c3n1CC(O)CNC3CCC2 (stereo not drawn)	99.3	102.6	95.7	104.3	92.5	113.2	99.5	95.9
53	O=C(CCCCCNC1=CC(=O)c2ccccc2C1=O)NCCC[Te]c1ccccc1	-8.5*	-57.7*	-55.8*	-14.8*	16.9	13.8	-71.2*	-48.5*
54	CC(=O)ONc1ccc([N+](=O)[O-])c(C(F)(F)F)c1	106.8	103.0	.	112.0	77.2	115.3	.	97.6
55	CCOP(=O)(Cc1ccc(N)cc1)OCC	96.5	80.4	95.0	106.8	90.2	109.3	108.8	101.3
56	O=C(O)CCCOc1cc(Cl)c(Cl)cc1Cl	100.7	98.1	88.5	94.8	99.1	92.0	100.6	165.4
57	CC1=C(C)CC2(C(=O)NC(=O)NC2=O)C(C)C1 (stereo not drawn)	102.3	48.6	93.2	92.3	85.9	113.5	101.0	103.2
58	COC(=O)[C@@H](C)C[C@H](Cc1ccccc1)NC(=O)c1csc([C@@H](C[C@H](C(C)C)N(C)C(=O)C2(NC(=O)[C@H]3CCCCN3C)CC2)OC(C)=O)n1	31.3	-5.5*	59.8	.	48.0	77.5	32.4	17.6
59	Clc1ccc(C(Cl)(Cl)Cl)c(Cl)c1	105.4	101.9	111.4	.	104.6	.	107.5	97.3
60	c1ccc2nc(N3CCNCC3)ccc2c1	101.4	101.8	91.3	106.9	76.7	118.0	100.2	97.2
61	CC(=O)OC1CCC2C3C(C)CC4=CC(=O)CCC4(C)C3CCC12C (stereo not drawn)	71.7	67.4	57.3	50.0	86.2	93.5	120.3	90.9
62	O=C1NC(=O)C(O)(C2(O)C(=O)NC(=O)NC2=O)C(=O)N1	92.3	89.1	103.7	117.5	86.1	.	104.4	93.4
63	O=C(Nc1ccc(S(=O)(=O)F)cc1)Oc1ccccc1	103.6	97.6	104.6	96.5	87.0	95.3	106.2	102.5
64	C/C(N)=N\c1n[nH]c(NN)n1	103.1	98.6	94.6	103.0	92.7	111.4	107.7	105.3
65	CCCCCCOC(=O)Cc1ccccc1	100.7	66.3	103.5	93.7	98.2	105.8	107.3	102.9
66	CCOC(=O)N1CC1	95.8	111.0	95.1	111.6	80.7	106.4	94.8	102.4
67	N#CC(C#N)=Cc1ccc(Cl)cc1	99.0&102.8	112.0&112.5	98.9&100.3	100.9&112.6	90.1&95.8	114.6&112.7	94.8&114.4	97.4&105.7
68	O=[N+]([O-])CC(O)CCl (stereo not drawn)	107.6	91.0	97.9	105.7	85.9	103.8	109.8	111.5
69	Cc1cc(C)nc(C)c1	103.8	89.9	98.3	109.5	80.7	83.7	98.2	96.0
70	S=P(NC1CCCCC1)(N1CC1)N1CC1	98.1	96.2	95.1	116.3	94.1	101.9	103.4	100.7
71	COc1ccc(-n2c(Sc3nnc(N)s3)nc3cc(OC)c(OC)cc3c2=O)cc1	104.0	98.9	97.9	104.7	.	102.1	99.7	97.8
72	COc1ccc(/C=C(/C)[N+](=O)[O-])cc1OC	-1.3*!	97.9&111.5	-71.9*	-49.9*!	-93.1*	-95.7*	-73.0*	-23.3*
73	COc1ccc(OC)c(/C=C/C(=O)c2nc3ccccc3n2Cc2ccc(Br)cc2)c1	98.5	137.3	91.8	112.6	72.6	88.3	84.4	79.6
74	c1ccc(CC(NC2CCCCC2)c2ccccc2)cc1 (stereo not drawn)	79.2	61.8	82.5	59.3	71.7	92.7	77.7	81.1
75	Cn1c(=O)c2c(nc(N3CCN(CCCl)CC3)n2C)n(C)c1=O	114.6	115.2	.	94.9	91.7	117.1	.	103.6
76	CC/C(=C/c1ccc(OC)cc1OC)[N+](=O)[O-]	15.9	76.8	49.2	11.1	28.1	-59.6*	-43.1*	-53.0*
77	COC(=O)C1C(O)C(C)C(O)C(C)/C=C\C=C(C)C(=O)Nc2c(C)c(OC(C)=O)c3c(c2O)C(=O)C(C)=C2OCOC(=C23)C(C)=CC(C)(O)C(O)C(C)C1O (stereo not drawn)	94.9	102.4	95.5	106.6	102.9	98.6	85.7	107.2
78	Cc1ccc(OP2(=O)Nc3cc(C)c(C)cc3S2)cc1 (stereo not drawn)	104.0	139.4	104.7	115.9	59.7	127.0	107.3	.
79	CCC(C)C(CC)C(=O)NC(N)=O (stereo not drawn)	105.7	.	.	100.1	81.8	107.2	108.5	99.2
80	CCCCCCC(C)(C)c1cc(OC)c([C@H]2C=C(CO)[C@H]3CC2C3(C)C)c(OC)c1	96.8	88.3	.	103.8	79.9	91.0	98.1	92.6
